# proCasp3 act = activators of human procaspase-3 | P42574 | recombinant procaspase-3 D3A, Ac-DEVD-pNA absorbance 405 nm | activation, % at 8.5 µM | actives 0.11% (n = 330,000) | AID 463141;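 active = activation above the mean of all tested compounds plus 3 SD, cut at about 21% in these data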;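 note: 0% = DMSO alone and 100% = DMSO wells spiked with extra 5 µM PC-3 D3A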
#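 Test system: Procaspase-3 D3A mutant; medium: Zinc-free HEPES/NaCl buffer with 0.01% Triton X-100 at pH 7.4; reagent: DEVD-pNA substrate; doses: one concentration, 8.5 µM nominal, 0.8% DMSO; times: 1 h preincubation plus 2 h reaction at 25 °C; signal: Epi-absorbance at 405 nm of released p-nitroaniline, 0 and 120 min; replicates: singlicate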
# LAP4-GFP MLPCN = yeast TOR pathway LAP4-GFP modulation | S. cerevisiae LAP4-GFP multiplex, flow cytometry GFP, 3 h; median GFP as percent of DMSO wells | GFP response vs DMSO, % at 10 µM | actives 0.34% (n = 320,000) | AID 2023;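 active = GFP response vs DMSO above a set limit, about the screen mean plus 3 SD, cut at about 150% in these data; inconclusive = under 70 cell events counted for the yeast strain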
# CIT2-GFP yeast = modulators of TOR pathway CIT2-GFP in S. cerevisiae; GFP response vs DMSO, % at 10 µM; actives 0.065% (n = 320,000); S. cerevisiae CIT2-GFP strain, flow cytometry, 3 h; 100 means same as DMSO wells;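 active = GFP response relative to DMSO above a set limit, near the screen mean plus 3 SD, cut at about 150% in these data; inconclusive = Fewer than 70 cells measured for a yeast strain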;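 note: ratio of well median GFP fluorescence to mean of DMSO wells on the plate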
# MEP2-GFP yeast = yeast TOR pathway MEP2-GFP modulation; S. cerevisiae MEP2-GFP strain, flow cytometry GFP, 3 h; 100% = DMSO control level; GFP response vs DMSO, % at 10 µM; actives 0.51% (n = 330,000); AID 2016;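 active = GFP response versus DMSO above a set limit, roughly screen mean plus 3 SD, cut at about 180% in these data; inconclusive = fewer than 70 cells counted for a yeast strain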;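 note: median GFP fluorescence of the barcode-gated MEP2-GFP cells per well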
# RPL19A-GFP yeast = modulators of TOR pathway RPL19A-GFP in S. cerevisiae. percent response vs DMSO, % at 10 µM. actives 0.3% (n = 330,000). AID 2025. S. cerevisiae RPL19A-GFP strain, flow cytometry, 3 h; hits give low values;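 active = percent response vs DMSO below 50%; inconclusive = fewer than 70 events counted for the yeast strain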;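 note: median channel GFP fluorescence of the barcoded RPL19A-GFP strain; ratio of sample median GFP to plate DMSO average so 100% = DMSO; lower means less RPL19A-GFP as with rapamycin TOR inhibition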
# AHR activator = human AHR activation; P35869; AHR-responsive luciferase reporter cells, luminescence; activation, % at 5 µM; actives 2.5% (n = 320,000); in the data active = activation above about 47%;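 note: 0% = vehicle wells and 100% = reference agonist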
# Target sequence (P35869 whole entry, looked up): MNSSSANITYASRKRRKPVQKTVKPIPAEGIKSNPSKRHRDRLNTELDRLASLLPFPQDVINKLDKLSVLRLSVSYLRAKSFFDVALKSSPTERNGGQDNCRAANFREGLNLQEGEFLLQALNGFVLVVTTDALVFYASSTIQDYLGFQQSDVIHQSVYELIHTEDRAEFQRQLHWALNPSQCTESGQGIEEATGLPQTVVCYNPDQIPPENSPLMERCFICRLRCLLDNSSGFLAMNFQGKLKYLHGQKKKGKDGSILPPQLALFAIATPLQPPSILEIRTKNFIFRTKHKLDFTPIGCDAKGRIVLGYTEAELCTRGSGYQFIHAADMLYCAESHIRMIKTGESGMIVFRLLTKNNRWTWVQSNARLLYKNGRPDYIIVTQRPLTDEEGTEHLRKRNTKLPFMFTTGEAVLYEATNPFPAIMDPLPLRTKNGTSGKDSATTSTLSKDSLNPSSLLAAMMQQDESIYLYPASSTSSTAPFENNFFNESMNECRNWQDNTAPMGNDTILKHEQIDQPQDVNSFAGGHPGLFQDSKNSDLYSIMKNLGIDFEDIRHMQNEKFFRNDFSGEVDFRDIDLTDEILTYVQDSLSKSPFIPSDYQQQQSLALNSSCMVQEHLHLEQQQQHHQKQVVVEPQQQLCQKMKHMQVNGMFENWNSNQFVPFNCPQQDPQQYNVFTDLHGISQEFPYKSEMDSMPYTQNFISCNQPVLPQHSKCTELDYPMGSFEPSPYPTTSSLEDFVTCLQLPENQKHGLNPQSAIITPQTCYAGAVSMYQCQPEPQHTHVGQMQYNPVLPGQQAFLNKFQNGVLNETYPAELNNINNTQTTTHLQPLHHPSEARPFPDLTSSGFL
# procasp7 counter = activates human procaspase-7, counter-screen for procaspase-3 activators | recombinant procaspase-7, Ac-DEVD-pNA absorbance 405 nm; D23A/D198A/D206A triple mutant, cannot self-cleave; scale: DMSO 0, 5 µM enzyme 100 | activation, % at 8.5 µM | actives 0.093% (n = 330,000) | AID 463210;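 active = percent activation above the screen-wide mean plus 3 SD, cut at about 25% in these data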
#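 Replicates: singlicate. Assay system: Procaspase-7 triple mutant (PC-7 D3A). Signal: 405 nm absorbance of p-nitroaniline. Times: 1 h preincubation, 2 h reaction. Buffer or medium: Zinc-free HEPES pH 7.4 with 300 mM NaCl, 0.01% Triton X-100. Also added: DEVD-pNA substrate. Benchmarks: DMSO wells as 0%, DMSO with 5 µM added PC-7 as 100%.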
# AGP1-GFP MLPCN = alters AGP1-GFP fluorescence in TOR pathway yeast screen. AID 2066. actives 0.02% (n = 320,000). GFP response vs DMSO, % at 10 µM. S. cerevisiae AGP1-GFP multiplex flow cytometry, 3 h; GFP as percent of DMSO wells;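 active = GFP response relative to DMSO above a set limit, near screen average plus 3 SD, cut at about 150% in these data; inconclusive = fewer than 70 cells counted for the yeast strain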;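 note: median GFP channel fluorescence of the gated AGP1 strain per well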
# The depositor's hits bear a star; ? = inconclusive; . = no result given; [ ] = remark or other dose.
SMILES,proCasp3 act,LAP4-GFP MLPCN,CIT2-GFP yeast,MEP2-GFP yeast,RPL19A-GFP yeast,AHR activator,procasp7 counter,AGP1-GFP MLPCN
CC(=O)Nc1ccc(N(C)C)cc1[N+](=O)[O-],-1,101,101,105,98,5,3,102
COc1ccc(CNC(=O)c2cc(C3CC3)on2)cc1,-3,87,93,88,99,4,0,98
COc1cc(/C=N/NS(=O)(=O)c2ccc(C)cc2)ccc1OCc1ccc(C(=O)O)cc1,-7,100,92,98,93,0,-6,94
O=C(Nc1ccccc1)N1CCSc2ccccc21,0,93,96,107,101,-2,-6,95
CN1C(=O)c2ccc(C(=O)NCc3ccc4c(c3)OCO4)cc2C1=O,-2,100,93,96,96,-3,3,117
CC(C)C[C@H](NC(=O)[C@@H]1O[C@H]1C(=O)O)C(=O)NCCCCN=C(N)N,3,101,93,102,104,-3,-3,100
Cc1ccc(/C=C/C(=O)N2CCCC(C)C2)cc1 (stereo unspecified),-3,109,98,108,109,1,15,105
O=C(O)CCc1nc2cc(Cl)ccc2n(Cc2ccccc2)c1=O,-1,101,108,115,103,-1,12,106
CC1CCCCC1NC(=O)Cc1ccc(S(=O)(=O)N2CCOCC2)s1 (stereo unspecified),-8,99,103,104,100,1,5,95
C=CCn1c(SCC(=O)N(C)C)nc2sc3c(c2c1=O)CCC3,-1,97,92,92,91,-2,12,95
Cc1ccc2oc(C(=O)N(Cc3ccc(N(C)C)cc3)CC3CCCO3)c(C)c2c1 (stereo unspecified),2,92,104,102,99,7,-2,100
C=CCNC(=O)CC1Nc2c3ccccc3nc(=S)n2C1=O (stereo unspecified),6,106,132,113,102,2,4,117
Cn1c(NCc2ccco2)nc2c1c(=O)n(Cc1ccc(Cl)c(Cl)c1)c(=O)n2C,-5,98,111,104,100,3,4,109
COc1ccc(Br)cc1CN1CCN(c2ncccn2)CC1,-3,116,90,90,91,0,-6,99
O=C(c1ccc(Cl)nc1)N1CCN(S(=O)(=O)c2ccc3c(c2)OCCO3)CC1,5,97,101,102,98,-2,-5,97
Cc1ccc(C2=NN(C(=O)c3ccco3)C(O)(C(F)(F)F)C2)cc1 (stereo unspecified),-6,110,87,90,97,4,-1,91
COc1ccc(NC(=O)CN(C)S(=O)(=O)c2ccc3c(c2)NC(=O)CS3)cc1,2,103,99,100,99,3,3,98
O=C(Nc1ccc2c(c1)OCCO2)c1cnc2ccccn2c1=O,0,107,102,107,99,-3,0,101
CN(CCOc1ccc(Cl)cc1)C(=O)c1cc(-c2ccco2)nc2ccccc12,-3,108,92,105,100,3,-23,100
CC(C)COc1ccc(C(=O)N(CC(=O)Nc2ccccc2C(F)(F)F)Cc2ccco2)cc1,1,110,104,101,104,6,-12,105
Cc1cc2oc(=O)cc(CN(C)Cc3ccccc3Cl)c2cc1C,0,104,97,95,92,3,-4,97
Cc1c(Cl)cccc1NC(=O)c1ccc(-n2ccnc2)nc1,0,100,98,104,107,8,1,98
COC(=O)Cn1c2ccc(OC)cc2c2nc3ccccc3nc21,5,98,.,91,93,2,4,85
CN(C)c1ccc(-c2cc3ccccc3c(=O)o2)cc1,-13,95,80,94,91,0,-17,92
Cc1cc(C)c(C)c(S(=O)(=O)Nc2ccccc2C(=O)O)c1C,7,93,89,87,91,2,6,89
Cc1ccc(C(=O)OCC(=O)N2CCC(c3ccccc3)=N2)cc1,9,107,95,103,94,-3,5,96
CN(C)S(=O)(=O)c1ccc(-c2ccccc2)cc1,-4,94,88,92,92,2,4,86
O=C(CN1C(=O)c2ccccc2C1=O)OCc1nc2ccsc2c(=O)[nH]1,2,92,99,91,94,1,0,98
COC(=O)C(C)Nc1cccc(Br)c1 (stereo unspecified),-2,111,105,105,101,-1,-1,111
Cn1c(=O)c2c(nc(NCCOc3ccc(C(C)(C)C)cc3)n2C)n(C)c1=O,10,99,101,109,106,9,6,101
CSc1ccccc1C(=O)NCc1ccc(C)cc1,-3,100,90,94,95,1,7,86
CC(C)(C)S(=O)(=O)c1cnc2c(-c3ccsc3)cnn2c1N,2,101,96,91,98,12,6,101
Cc1cc(C)c2c(NC(N)=S)n[nH]c2n1,1,107,103,98,98,-2,3,104
O=C(Cc1ccccc1)N/N=C/c1ccc(-c2ccc([N+](=O)[O-])cc2)o1,-2,102,101,109,106,2,-3,108
Cc1ccccc1NC(=O)Cc1nc(COC(=O)c2ccc(O)cc2O)cs1,-4,84,88,94,95,-2,-2,90
COC(=O)N/C(C)=C1/NC(=O)c2ccccc2C(c2ccccc2)N1 (stereo unspecified),-6,101,102,100,98,5,9,100
CCN(C(=O)CSc1nnc(-c2cccs2)n1CC)C1CCS(=O)(=O)C1 (stereo unspecified),6,115,87,99,97,0,-2,108
Cc1ccc(C(=O)CCC(=O)NN2C(=O)NC3(CCCCC3)C2=O)cc1,-2,105,102,99,99,-1,10,109
CC(C)=CCN1CCN(Cc2cc3ccccc3[nH]2)CC1CCO (stereo unspecified),6,83,81,90,92,15,7,35
CCN(CC(=O)NCc1ccc(Cl)cc1)C(=O)c1cnc(Cl)c(Cl)c1,-5,100,100,111,106,1,-9,106
O=[N+]([O-])c1cccc(N(CC(O)CN2CCCCC2)S(=O)(=O)c2ccccc2)c1 (stereo unspecified),1,106,102,113,111,2,-9,110
O=C(CSc1nnnn1C1CCCC1)N1CCN(C(=O)c2ccco2)CC1,12,98,95,99,97,-1,-7,96
CCOc1ccc(Oc2ccccc2NC(=O)C2=COCCO2)cc1,-2,105,100,105,100,5,-12,105
Cc1cccc(NC(=O)C2CCCN(S(=O)(=O)c3cccc4cccnc34)C2)c1 (stereo unspecified),-1,103,104,95,99,13,5,99
CC1(C)NC(=O)N(CC(=O)OCC(=O)Nc2cc(S(=O)(=O)N3CCCCC3)ccc2Cl)C1=O,9,95,96,101,99,1,-6,91
CCOCCCn1c(=S)[nH]c2cc(C(=O)NCc3ccc(F)cc3)ccc2c1=O,4,92,102,96,97,3,6,99
C#CCOCCOCCOCCNc1nc(N2CCN(C(=O)C([C@@H](C)CC)n3cc(C(N)COC(=O)C(F)(F)F)nn3)CC2)nc(N2CCN(C(=O)[C@H](Cc3ccc(O)cc3)n3cc(C(N)[C@H](C)CC)nn3)CC2)n1 (stereo partly specified),-4,126,104,89,101,-3,-5,89
Cc1ccc2nc(Cl)c(C3CC(c4ccco4)=NN3S(C)(=O)=O)cc2c1 (stereo unspecified),11,98,101,82,89,-2,4,100
N=c1oc2ccccc2cc1C(=O)NCc1ccccc1,2,84,84,88,97,-4,5,84
O=C(COC(=O)C12CC3CC(CC(O)(C3)C1)C2)Nc1ccccc1OC(F)F,5,99,88,97,99,2,2,101

# 2 compounds picked at random from the list so far:
SMILES,proCasp3 act,LAP4-GFP MLPCN,CIT2-GFP yeast,MEP2-GFP yeast,RPL19A-GFP yeast,AHR activator,procasp7 counter,AGP1-GFP MLPCN
CC(C)=CCN1CCN(Cc2cc3ccccc3[nH]2)CC1CCO (stereo unspecified),6,83,81,90,92,15,7,35
Cc1ccc(C(=O)CCC(=O)NN2C(=O)NC3(CCCCC3)C2=O)cc1,-2,105,102,99,99,-1,10,109

# The list continues.
SMILES,proCasp3 act,LAP4-GFP MLPCN,CIT2-GFP yeast,MEP2-GFP yeast,RPL19A-GFP yeast,AHR activator,procasp7 counter,AGP1-GFP MLPCN
Cc1nnc(SCC(=O)Nc2ccccc2)[nH]c1=O,-4,94,99,99,94,1,0,94
Clc1ccccc1/C=N/N1CCN(Cc2ccccc2)CC1,3,98,100,105,101,-7,7,100
Nc1cccc(O)c1,9,100,88,90,100,0,-8,105
CN(CC(=O)Nc1cccc(F)c1)CC(=O)Nc1cc(S(=O)(=O)N2CCOCC2)ccc1Cl,3,92,95,98,92,0,-17,88
O=c1cc(-c2ccc(Cl)cc2)[nH]c2ccccc12,-1,89,88,103,102,23,6,96
O=[N+]([O-])c1cc(C(F)(F)F)ccc1NC1CCN(Cc2ccccc2)C1 (stereo unspecified),3,97[may fluoresce red],88[may fluoresce red],?,?,5,15,100[may fluoresce red]
Cc1cc(N2CCN(C(=O)c3ccco3)CC2)n2ncnc2n1,-1,96,111,102,105,3,1,108
O=c1cc(COc2ncnc3c(Cl)cc(Cl)cc23)nc2sccn12,5,100,98,102,96,1,11,102
CCC(C)c1ccc(OCCCCN2CCOCC2)cc1 (stereo unspecified),-1,97,82,99,100,4,-6,95
Cc1ccc2cc(CN(c3cccc(C)c3C)S(=O)(=O)c3ccccc3)c(=O)[nH]c2c1,0,93,92,98,97,1,7,97
Cc1ccccc1Cn1cc(S(=O)(=O)CC(=O)N2CCCCC2)c2ccccc21,5,96,100,104,95,3,1,104
COc1ccc(CNC(=O)COC(=O)CCOc2ccc(C)cc2)cc1,-2,98,97,98,99,2,2,104
Cc1c(C(=O)N(C)C)sc2nc(-c3ccccn3)[nH]c(=O)c12,-23,94,96,97,96,41,-12,93
O=C(Nc1nc2c(s1)CCCC2)Oc1ccccc1,2,138,91,126,97,5,-6,.
COc1ccc(C(=O)NCCCCCC(=O)O)cc1OC,-5,107,94,104,103,2,6,.
COc1ccc([N+](=O)[O-])cc1NC(=O)C(C)OC(=O)Cc1ccc(OC)c(OC)c1 (stereo unspecified),9,104,94,98,95,0,4,98
O=C(CSC1=NC(=O)C(Cc2ccccc2)C(=O)N1)Nc1ncc(Br)cc1Br (stereo unspecified),7,98,91,100,97,3,-5,98
Cc1cccnc1NC(=O)c1ccc(Cl)c(S(=O)(=O)N2CCCC2)c1,-6,102,104,103,103,3,9,98
CCCC(=O)N1CCN(c2nc3c(OC)ccc(Cl)c3s2)CC1,1,102,98,101,99,27,15,98
CC(C)CCNc1ncnc2c1nnn2Cc1ccccc1Cl,-1,95,102,100,.,2,0,93
CC1CCN(C(=O)COC(=O)c2cc3ccccc3cc2O)CC1,3,89,.,108,94,9,2,91
CCCSc1nc2cc(S(=O)(=O)N3CCOCC3)ccc2n1CC,-2,77,94,101,100,8,9,80
COC(=O)CNC(=O)C1CC(=O)N(CCc2ccc(F)cc2)C1 (stereo unspecified),-2,96,104,98,99,4,6,102
COc1cc(OC)cc(C(=O)NCC(=O)OC(C)C(=O)NC(C)C2CC3CCC2C3)c1 (stereo unspecified),7,102,105,105,104,4,7,107
CCOC(=O)CSc1nnc(CSc2nc3sc4c(c3c(=O)[nH]2)CCC4)n1-c1ccccc1,-2,102,113,110,102,0,10,112
Cn1c(COc2ccccc2O)[n+](C)c2ccccc21,3,101,106,119,108,-1,-3,102
CCNc1nc(=S)nc(NCc2ccccc2)[nH]1,-8,98,97,95,98,2,-2,94
CN(CC(=O)N1CCCCCC1)S(=O)(=O)c1ccc(F)cc1,-2,87,88,93,93,3,-5,94
CC(OC(=O)CN1C(=O)c2ccccc2C1=O)C(=O)NC1CCCCC1C (stereo unspecified),-4,111,101,104,106,1,-6,116

# Assay outcomes from PubChem BioAssay.
